Efflux pump mplx – blocks antifungal efflux pumps in multiplex yeast assay. inhibition, % at 10 µM. hit rate 0.44% among 330,000. S. cerevisiae Candida pump triplex, Nile Red efflux;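 active means plate passing quality check with inhibition over a set limit, or well fluorescence over plate mean plus 4 SD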;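 further: Nile Red retained in pooled yeast measured as flow cytometry median fluorescence; 0% = buffer negative control and 100% = Enniatin B positive control; higher means more Nile Red kept so more efflux inhibition; some compounds called inactive have numbers as strong as hits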
BCLXL inh – Bcl-xL (human) inhibition | Q07817 | AID 2129 | inhibition, % at 10.9 µM | GST-Bcl-xL / FITC-Bim BH3 peptide fluorescence polarization | hit rate 0.7% among 320,000;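 active means inhibition above the mean of all tested compounds plus 3 SD, cutoff set per campaign, cut at about 30% in these data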;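 further: 0% = DMSO wells and 100% = unlabeled Bim-BH3 peptide competitor; inhibitors lower millipolarization by displacing the labeled peptide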
ZTA DNA inh – ZTA (EBV) inhibition in EBNA-1 counter-screen. P03206. ZTA-DNA binding, fluorescence polarization. inhibition, % at 11 µM. hit rate 0.15% among 320,000. AID 2234; in the data active means inhibition above about 33%
Fam108B inh – blocks mouse Fam108B hydrolase in RBBP9 counter-screen; recombinant Fam108B, FP-Rh probe fluorescence polarization; inhibition, % at 9.51 µM; hit rate 0.33% among 300,000;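 active means inhibition above the screen mean inhibition plus 3 SD, computed separately per campaign, cut at about 18% in these data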;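 further: inhibitors lower polarization as less probe binds the enzyme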
MEX-5 binding – C. elegans MEX-5 TCR-2 RNA binding activity. Q9XUB2. MEX-5/FITC-TCR2 RNA binding, fluorescence polarization; hits give low values. activity score (negative = inhibition of binding), % at 10 µM. hit rate 0.38% among 300,000. AID 1832;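 active means inhibition past about -25% in most replicates, and total fluorescence under double the plate's negative control median, limit read from the data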;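 further: 0% = DMSO and -100% = 5 µM competing unlabeled TCR2 RNA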
Target sequence (Q9XUB2 whole entry, looked up): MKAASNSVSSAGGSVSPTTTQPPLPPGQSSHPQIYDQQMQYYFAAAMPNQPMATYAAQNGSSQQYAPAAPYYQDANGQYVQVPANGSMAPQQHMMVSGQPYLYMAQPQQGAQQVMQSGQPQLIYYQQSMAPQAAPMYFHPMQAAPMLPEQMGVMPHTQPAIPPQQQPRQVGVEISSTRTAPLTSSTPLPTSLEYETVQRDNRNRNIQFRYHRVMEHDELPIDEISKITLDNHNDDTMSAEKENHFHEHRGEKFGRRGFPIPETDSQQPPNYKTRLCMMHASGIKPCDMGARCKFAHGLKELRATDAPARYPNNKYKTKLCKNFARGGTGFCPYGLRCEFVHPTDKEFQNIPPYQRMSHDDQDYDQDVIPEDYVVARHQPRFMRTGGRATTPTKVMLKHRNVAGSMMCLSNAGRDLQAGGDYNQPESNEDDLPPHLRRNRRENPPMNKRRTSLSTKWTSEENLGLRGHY
CR mimetic SO – caloric restriction mimetics inhibiting age-related superoxide in yeast; AID 2690; hit rate 0.18% among 330,000; superoxide response (% of plate mean), % at 10 µM; S. cerevisiae aged cells, superoxide DHE fluorescence; hits give low values;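 active means superoxide response under a set limit, about three screen SD below normal, cut at about 65% in these data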;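 further: yeast aged for seven days with compound at 30 °C before DHE staining; 100% = average MFI of all compound-treated wells on the plate with controls excluded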
GLD-1 TGE inh – GLD-1-TGE RNA interaction inhibition (C. elegans). Q17339. AID 2280. purified GLD-1 + fluorescein TGE RNA, fluorescence polarization. hit rate 0.44% among 320,000. inhibition, % at 5.96 µM;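 active means percent inhibition above a per-plate cutoff, the plate mean of test compounds plus 3 SD, cut at about 30% in these data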;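 further: 0% = DMSO wells with GLD-1 and probe and 100% = wells lacking GLD-1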
Target sequence (Q17339 whole entry, looked up): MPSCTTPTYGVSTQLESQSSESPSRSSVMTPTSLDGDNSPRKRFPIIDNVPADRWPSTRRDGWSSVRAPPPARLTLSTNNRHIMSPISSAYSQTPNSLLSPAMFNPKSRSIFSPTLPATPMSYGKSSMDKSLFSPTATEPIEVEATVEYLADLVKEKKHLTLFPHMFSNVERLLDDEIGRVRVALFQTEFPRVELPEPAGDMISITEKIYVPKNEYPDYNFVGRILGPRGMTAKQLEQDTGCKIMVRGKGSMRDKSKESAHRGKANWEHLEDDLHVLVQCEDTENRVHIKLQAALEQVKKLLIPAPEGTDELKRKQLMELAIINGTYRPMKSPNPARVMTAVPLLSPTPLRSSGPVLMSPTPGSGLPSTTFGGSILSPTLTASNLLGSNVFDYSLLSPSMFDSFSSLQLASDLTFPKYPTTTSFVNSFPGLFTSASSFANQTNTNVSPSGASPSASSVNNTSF
EBNA-1 inh – blocks EBNA-1 binding to DNA. EBNA-1 DNA binding, fluorescence polarization. inhibition, % at 14.8 µM. hit rate 0.34% among 300,000; in the data active means inhibition above about 28%
MCL1-BIM inh – inhibitors of human MCL1 binding to BIM-BH3 peptide; Q07820; GST-MCL1 / FITC-Bim-BH3 fluorescence polarization; inhibition, % at 10.9 µM; hit rate 0.68% among 320,000; AID 2057;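 active means inhibition above the mean inhibition of all tested compounds plus 3 SD, set per campaign, cut at about 40% in these data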;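 further: 0% = DMSO wells and 100% = unlabeled Bim-BH3 peptide control; higher means more loss of mP so more displacement of Bim peptide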
An asterisk follows results filed as active; . = no result given.

SMILES	Efflux pump mplx	BCLXL inh	ZTA DNA inh	Fam108B inh	MEX-5 binding	CR mimetic SO	GLD-1 TGE inh	EBNA-1 inh	MCL1-BIM inh
O=C(N/N=C/c1ccc2c(c1)OCO2)C(=O)Nc1ccccc1	0.0	-5	-6	1	-0.9	109	4	1	-4
COc1ccc(OC)c(S(=O)(=O)N(C)CC(=O)N2CCc3ccccc3C2)c1	0.1	9	-3	-1	-1.1	100	5	-1	3
N#Cc1c(SCC(=O)N2CCCCC2)nsc1SCC(=O)N1CCCCC1	0.0	6	-3	1	1.0	107	-4	-10	2
Oc1ccccc1CN1CCCC(N2CCN(c3cccc(C(F)(F)F)c3)CC2)C1 (centres undefined)	-0.1	6	9	-1	0.5	97	-1	12	9
O=C(OCCCN1CCCC1)C1(c2ccccc2)CCCC1	0.0	4	21	2	-4.5	92	8	10	5
COc1cc(C)c(C(C)C)cc1S(=O)(=O)NCCCn1ccnc1	0.1	2	-12	-4	1.6	104	1	4	8
CCc1ccccc1N(CC(=O)N1CCCCCC1)S(C)(=O)=O	0.1	2	-7	2	2.6	103	3	-3	5
O=C(O)CNC(=O)/C(=C/c1cccc([N+](=O)[O-])c1)NC(=O)c1ccco1	-0.2	8	-7	-2	2.5	89	11	-1	0
CCc1ccc(S(=O)(=O)Nc2cccc(-c3ccc4nnc(C)n4n3)c2)s1	0.0	0	-3	3	0.3	91	-4	11	-7
COC(=O)c1ccc(C(=O)OC)c(NC(=O)CSc2nnc(-c3ccccc3Cl)o2)c1	-0.1	5	-4	-6	-0.4	103	0	-12	-5
C/C(=N\NC(=O)c1nnn(-c2nonc2N)c1CSc1ccccc1)c1ccco1	0.2	1	-26	-7	-3.8	105	5	1	4
COc1ccccc1-c1n[nH]c(=S)n1Cc1ccco1	0.0	-7	-3	2	-2.4	96	2	12	-8

An excerpt from above in order of length of the SMILES, rising.
SMILES	Efflux pump mplx	BCLXL inh	ZTA DNA inh	Fam108B inh	MEX-5 binding	CR mimetic SO	GLD-1 TGE inh	EBNA-1 inh	MCL1-BIM inh
COc1cc(C)c(C(C)C)cc1S(=O)(=O)NCCCn1ccnc1	0.1	2	-12	-4	1.6	104	1	4	8
N#Cc1c(SCC(=O)N2CCCCC2)nsc1SCC(=O)N1CCCCC1	0.0	6	-3	1	1.0	107	-4	-10	2
COc1ccc(OC)c(S(=O)(=O)N(C)CC(=O)N2CCc3ccccc3C2)c1	0.1	9	-3	-1	-1.1	100	5	-1	3

(list continues)
SMILES	Efflux pump mplx	BCLXL inh	ZTA DNA inh	Fam108B inh	MEX-5 binding	CR mimetic SO	GLD-1 TGE inh	EBNA-1 inh	MCL1-BIM inh
CCOc1cccc(C2/C(=C(/O)c3ccc4c(c3)CC(C)O4)C(=O)C(=O)N2Cc2ccncc2)c1 (centres undefined)	-0.1	2	3	1	-2.1	90	11	4	7
O=C(c1cc(Cl)ccc1F)N1CCCC(Nc2ccc3c(c2)OCCO3)C1 (centres undefined)	-3.9	5	16	4	-1.5	92	3	15	8
Cc1ccc2[nH]c(C(=O)O)c(NC(=O)[C@@H]3C[C@@H]3c3ccccc3)c2c1	0.1	2	9	1	-0.6	119	-2	-5	-5
O=C(Nc1cccc(S(=O)(=O)N2CCCCC2)c1)C1CC1	-0.2	-4	-15	.	.	86	1	.	-11
Cc1cc(C)n(-c2ccc(C(=O)Nc3cccnc3)cc2)n1	-0.1	4	2	-3	0.5	90	-4	1	4
O=C(NCc1ccc2c(c1)OCO2)Nc1ccc(F)cc1	-1.3	-1	-3	-5	-1.3	96	5	-8	5
N#CCCN(C(=O)Nc1ccc(Cl)c(Cl)c1)c1ccccc1	0.0	3	-25	-2	-0.5	94	1	-11	-1
CCn1c(SCc2cccc(C(=O)O)c2)nnc1-c1ccccc1	0.1	1	24	2	1.0	119	13	1	-2
COCC(C)NC(=O)c1ccccc1OC(C)=O (centres undefined)	0.0	6	1	5	0.4	92	2	7	5
C=CCn1c(-c2ccccc2[N+](=O)[O-])n[nH]c1=S	0.0	-7	9	2	2.2	107	9	-4	-5
COc1ccccc1N1CCN(Cc2cc(=O)c(OCC#N)co2)CC1	-0.2	7	18	0	2.1	100	8	7	-1
CC1CCCN(S(=O)(=O)c2cc(Cl)ccc2Cl)C1 (centres undefined)	-0.1	-1	-2	1	-1.4	98	-4	7	0
COc1ccc(-n2c(SC(CN3CCCCC3)CN3CCCC3=O)nc3ccccc3c2=O)cc1 (centres undefined)	0.1	4	-22	-1	0.8	97	5	-1	5
COCCNC(=O)CN(C(=O)CCC(=O)Nc1ccccn1)c1ccc(C)c(C)c1	0.2	4	3	1	2.4	92	2	0	-1
Cc1ccc(S(=O)(=O)N2CCN(C(=O)c3cccs3)CC2)cc1	-0.2	3	-16	12	-1.7	89	5	-6	2
CCOc1ccc(NC(=O)CN2CCN(CC(=O)Nc3ccc(F)c(F)c3)CC2)cc1	-0.1	2	11	-1	1.1	88	6	9	3
CCN(C(=O)CCNC(=O)Cn1cnc2ccccc2c1=O)c1ccccc1F	-0.1	-5	7	-1	-0.6	98	1	-3	0
CCOc1ccc(S(=O)(=O)NCCC(=O)N(C)Cc2ccc(C)o2)cc1	0.1	-1	1	2	-1.6	103	4	-4	4
CC(C)(C)OC(=O)NCCCC[C@H](NC(=O)c1[nH]cnc1C(=O)N[C@@H](Cc1ccccc1)C(=O)OC(C)(C)C)C(=O)OC(C)(C)C	0.2	-2	-3	-12	-1.7	106	9	6	-3
CC(Sc1nnc(-c2ccc(OC(F)F)cc2)o1)C(=O)NCC1CCCO1 (centres undefined)	0.0	-3	2	-5	-1.3	116	5	-6	-1
O=C(Cn1cc2c(n1)CCCCC2)NCc1cccs1	-0.2	3	5	1	-1.5	106	-6	-1	-1
O=C(Nc1ccccc1C(=O)O)c1cc(S(=O)(=O)N2CCCCC2)c(Cl)cc1Cl	-0.1	3	-1	0	-2.2	107	7	3	7
O=c1[nH]c2ccc(NC(=S)Nc3ccccc3)cc2[nH]1	0.0	13	3	1	0.9	92	1	-3	14
Cc1ccc(-c2cc(N)n(-c3ccccc3)n2)cc1	0.1	8	-5	0	-1.6	114	-2	-4	0
CC1=C(C#N)C(c2ccoc2)C(C(=O)OCc2ccccc2)=C(N)S1 (centres undefined)	-0.2	0	-8	1	1.4	101	7	-6	10
CCOC(=O)c1sc(=S)n(CC)c1NC(=O)CC	0.1	-1	-1	-3	-1.0	113	-2	-11	-1
CCCCOC(=O)c1ccc(NC(=O)CSc2nncn2C)cc1	0.6	-1	8	4	0.0	99	5	7	-2
COc1cccc2c1Oc1cc([N+](=O)[O-])cc(N(C)C(C)=O)c1C=C2	-0.1	0	10	-2	1.5	98	4	-1	-3
COc1ccc(C(=O)c2c[nH]c(C(=O)NCCCn3ccnc3)c2)cc1	-0.2	5	-11	2	1.5	95	6	-2	12
COc1ccc(N(CC(=O)NCc2ccc(F)cc2)S(=O)(=O)c2c(C)n[nH]c2C)cc1	-0.1	7	-3	-1	2.8	113	-1	-14	3
O=C(CSCc1ccc(Cl)cc1)N/N=C/c1c(Cl)cccc1Cl	0.5	-3	-8	-7	0.2	114	-2	8	-2
CCC(O)(c1ccccc1)C(CN1CCOCC1)c1ccccc1 (centres undefined)	0.1	5	-7	-4	0.5	115	12	-3	-2
Oc1ccc(-c2nccc(-c3cccs3)n2)cc1	-0.2	7	4	4	-0.8	96	1	-4	0
Clc1ccc(CSc2nnc(NC3=NCCCCC3)s2)cc1	0.0	0	5	-5	0.4	89	12	-8	-10
Cc1cc(C(=O)OCC(=O)N2CC(C)OC(C)C2)c2ccccc2n1 (centres undefined)	-0.2	-12	-8	1	-0.3	103	3	-6	-16
O=C(Nc1ccc(S(=O)(=O)N2CCCC2)cc1)c1cc(F)c(F)cc1Cl	0.1	-2	5	3	-0.1	107	3	-1	2
CCOC(=O)c1csc(NC(=O)c2ccc3c(c2)OCCO3)n1	-0.2	5	14	-2	-0.7	108	3	6	-3
O=C1CS/C(=C\[N+](=O)[O-])N1c1ccccc1	-0.1	1	-17	1	-45*	99	35*	10	-10
O=C1CN(C(=O)COC(=O)c2cccnc2Cl)c2ccccc2N1	0.1	-7	2	-6	-0.6	123	-3	-1	1
CCOC(=O)c1c(NC(=O)CNCCO)sc(C)c1C	0.0	-4	-2	-5	1.3	96	4	-21	6
O=c1c2ccccc2nc(SCc2cc(F)cc3c2OCOC3)n1Cc1ccco1	0.1	3	-14	2	0.0	108	1	-1	2
CCOC(=O)N1CCN(S(=O)(=O)c2ccc3c(c2)CC(C)N3C(=O)C2CC2)CC1 (centres undefined)	0.0	-1	2	-1	2.8	96	-3	-1	-6
COc1cccc(C(=O)NC(C)C(c2cccs2)N2CCOCC2)c1 (centres undefined)	-0.1	0	-22	-1	2.0	79	-3	-2	2
COc1ccc(C2CC3CC(c4ccccc4)N2O3)cc1 (centres undefined)	0.1	2	6	-3	-1.3	94	0	8	4
CN(C(=O)c1ccc(S(=O)(=O)N(C)C)cc1)c1ccc2ccccc2c1	0.1	1	-3	-1	-2.2	96	7	3	-5
Cc1cc(C)nc(SCC(=O)NC2CCCCC2C)n1 (centres undefined)	0.1	4	4	-3	-1.7	113	-10	5	3
CSc1nnc2c3cc(F)ccc3n(Cc3ccccc3)c2n1	0.0	-3	2	1	2.8	104	6	10	1
CCOc1cc(-c2n[nH]c(=S)n2Cc2ccccc2)ccc1OC(F)F	0.2	-20	-5	.	.	87	4	.	-30
COc1ccccc1NC(=O)N1CCN(c2ccccn2)CC1	0.2	1	-5	-1	-2.2	99	2	-5	-1
O=C(O)C1CCCN(S(=O)(=O)c2ccccc2)C1 (centres undefined)	0.2	2	-6	-5	-0.1	90	-9	-24	-5
CC(=O)c1sc(NC(=O)CCN2C(=O)c3ccccc3C2=O)nc1C	0.1	1	6	0	1.5	90	-5	-4	0
CC(=O)c1cccc(NC(=O)c2ccc([N+](=O)[O-])o2)c1	-0.2	5	-4	-3	0.6	92	3	8	10
O=C(NC(=S)NCCc1ccccc1)c1ccccc1F	0.2	1	-5	1	-4.6	81	7	-9	6
CCNC(=O)N1CCC(c2nc3ccccc3s2)CC1	-0.1	3	4	4	1.0	132	1	-11	1
O=C(O)/C=C/C(=O)Nc1ccc(Cl)c(C(=O)O)c1	0.0	3	1	-2	-2.3	98	-7	5	-1
CN(c1ccc(C(=O)N2CCCCC2)cc1)S(=O)(=O)c1cccs1	-0.1	3	-6	1	0.8	91	3	3	3
COc1cc(NC(=O)c2cccs2)ccc1NC(=O)c1ccccc1Cl	0.1	4	1	2	1.6	87	0	3	5
CCOC(=O)c1sc(C)c(C(=O)NCCCN2CCOCC2)c1N	0.0	3	-1	-2	-0.2	97	1	1	2
Cc1nn(Cc2ccccc2)c(Cl)c1C(=O)OC(C)C#N (centres undefined)	0.0	-3	11	-1	0.4	108	2	4	-8
CCOC(=O)CNC(=O)Cn1cnc2c(nnn2-c2ccc(F)cc2)c1=O	0.0	1	-13	-6	0.9	86	-3	-2	2

(listing goes on)
SMILES	Efflux pump mplx	BCLXL inh	ZTA DNA inh	Fam108B inh	MEX-5 binding	CR mimetic SO	GLD-1 TGE inh	EBNA-1 inh	MCL1-BIM inh
Cc1cccc(C)c1NC1=NC(=S)N(c2ccc(C(=O)O)cc2)C12CCCCC2	-0.1	6	-11	4	-1.7	125	-6	-9	1
COC(=O)CCn1nnc(-c2ccc(C(C)C)cc2)n1	0.0	5	-12	3	3.4	101	7	0	-9
COc1ccc(OC)c(CCNC(=O)c2ccc3c(c2)N(Cc2ccc(F)cc2)CCS3)c1	-0.1	7	-1	1	1.7	113	-2	-4	4
COc1cccc(-c2noc(CCC(=O)NC3CCCCC3)n2)c1	-0.1	5	-10	-1	-1.5	89	-2	4	-1
O=C(COC(=O)CCc1nc2ccccc2c(=O)[nH]1)NC(=O)NC1CCCC1	0.9	-5	-8	4	1.8	101	3	-6	-17
CCCc1ccc(OCc2ccc(C(=O)NCc3cccnc3)o2)c(OC)c1	0.1	-1	9	0	1.4	134	-5	1	0
